# Bioassay records: PubChem BioAssay, several laboratories
# hcDAF12 agonist: H. contortus DAF-12 nuclear receptor activators, primary screen, cell-based, luminescence, HEK293, lit1-tk-luc reporter; AID 652067, 2013; HEK293 hcDAF-12 lit1-tk-luc reporter; 0% DMSO, 100% Δ7-dafachronic acid; activation, % at 6.8 µM; 1.4% of 370,000 active;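 active means activation above the mean of all tested compounds plus 3 SD, cut at about 5.5% in these data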;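 further: 100% = response to 3 µM Δ7-dafachronic acid high control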
# hgDAF12 agonist: H. glycines DAF-12 receptor agonists, primary screen, cell-based, luminescence, HEK293, GAL4 fusion, UAS-luciferase | Nuclear hormone receptor DAF-12 (Heterodera glycines), GAL4 fusion | HEK293 GAL4-hgDAF12 UAS-luciferase reporter, agonist luminescence; normalized to butyrate control | activation, % at 6.8 µM | 1.8% of 370,000 active | AID 687014, 2013;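 active means activation above a cutoff set at the mean of all screened compounds plus 3 SD, cut at about 10% in these data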;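 further: 0% = DMSO wells and 100% = sodium butyrate wells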
# FXN GAA850 act: FXN promoter activators, primary screen, cell-based, luciferase luminescence, HEK293 lucGAA850; HEK293 lucGAA850 FXN promoter luciferase reporter, 24 h; percent of 10 µM SAHA response; 0.56% of 360,000 active; AID 540364, 2011; activation, % at 6 µM;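 active means activation above the average of all compounds screened plus 3 SD, cutoff fixed separately per campaign, cut at about 7.5% in these data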;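 further: 0% = DMSO wells and 100% = 10 µM SAHA wells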
# ADAM10 inh: human ADAM10 inhibitors, primary screen, biochemical, QFRET, HTS. inhibition, % at 7 µM. Disintegrin and metalloproteinase domain-containing protein 10 (Homo sapiens), O14672. recombinant ADAM10, EDANS/DABCYL FRET peptide cleavage, 3 h. 0.62% of 370,000 active;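 active means inhibition above a per-campaign cutoff equal to the mean of compounds falling between control-based bounds plus 3 SD, cut at about 20% in these data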;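 further: 0% = DMSO wells while the 100% control is not disclosed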
# GC-A act: GC-A stimulated cGMP production enhancers – HEK293 GC-A cells, cGMP TR-FRET, EC30 ANP, primary screen; Atrial natriuretic peptide receptor 1 (Homo sapiens), P16066; activation, % at 10 µM; 0% at EC30 ANP, 100% saturating ANP; 0.14% of 370,000 active; in the data active means activation above about 40%
# DAX1 inh-1: DAX1 (NR0B1) inhibitors on StAR promoter, primary screen, cell-based, luminescence, SF-1 (NR5A1), full-length DAX-1. AID 652010, 2013. 1.1% of 370,000 active. inhibition, % at 6.8 µM. HEK293T StAR-luciferase reporter, SF-1/DAX-1 repression relief;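 active means inhibition above the mean over all tested compounds plus 3 SD, cut at about 3.6% in these data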;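 further: 0% = DAX-1 cells with DMSO and 100% = cells lacking DAX-1 with DMSO; higher inhibition means more luminescence from relief of DAX-1 repression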
# SMARCA2 act: SMARCA2 (BRM) function activators, primary screen, cell-based, luminescence, high throughput | MG213 cells, MMTV-luciferase reporter, dexamethasone, overnight | activation, % at 9.1 µM | 1% of 370,000 active; in the data active means activation above about 7.8%;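 further: 0% = vehicle wells and 100% = reference activator wells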
# ADAM17 inh: ADAM17 inhibitors, primary screen, biochemical, QFRET. 0.83% of 370,000 active. inhibition, % at 6.95 µM. Disintegrin and metalloproteinase domain-containing protein 17 (Homo sapiens), P78536. recombinant ADAM17, EDANS/DABCYL FRET peptide cleavage;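 active means inhibition above the mean of compounds lying between control limits plus 3 SD, set per campaign, cut at about 8.5% in these data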;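 further: 0% = DMSO-only wells as the low control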
# Target sequence (P78536 215-824 limits assumed): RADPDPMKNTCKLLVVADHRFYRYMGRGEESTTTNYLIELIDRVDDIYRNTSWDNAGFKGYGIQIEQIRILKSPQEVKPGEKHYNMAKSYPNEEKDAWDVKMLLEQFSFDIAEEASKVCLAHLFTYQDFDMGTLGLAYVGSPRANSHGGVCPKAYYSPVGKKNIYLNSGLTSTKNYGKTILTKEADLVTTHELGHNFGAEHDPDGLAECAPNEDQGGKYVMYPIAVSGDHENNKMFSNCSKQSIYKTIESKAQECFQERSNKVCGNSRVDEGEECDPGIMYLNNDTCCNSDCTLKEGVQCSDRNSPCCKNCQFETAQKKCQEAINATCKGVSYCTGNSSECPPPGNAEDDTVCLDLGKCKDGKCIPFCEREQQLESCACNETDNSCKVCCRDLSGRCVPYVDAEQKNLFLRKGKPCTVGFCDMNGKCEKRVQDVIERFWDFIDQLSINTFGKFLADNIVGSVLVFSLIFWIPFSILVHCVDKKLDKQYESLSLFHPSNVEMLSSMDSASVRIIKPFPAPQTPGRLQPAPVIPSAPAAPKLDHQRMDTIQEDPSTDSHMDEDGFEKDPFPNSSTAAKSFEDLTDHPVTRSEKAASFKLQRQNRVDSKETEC
# PG9 binder: binders of HIV-1 gp120 antibody PG9, primary screen, biochemical, TR-FRET | HIV-1 gp120 / PG9 antibody interaction | TR-FRET gp120-PG9 antibody binding | inhibition, % at 6.7 µM | 0.43% of 360,000 active; in the data active means inhibition above about 8.5%
# DAX1 inh-2: DAX1 (NR0B1) inhibitors, primary screen, cell-based, HEK293, Gal4-DAX1, luciferase luminescence; 0.99% of 340,000 active; AID 504766, 2011; Nuclear receptor subfamily 0 group B member 1 (Homo sapiens), P51843; inhibition, % at 6.75 µM; HEK293 Gal4-DAX1 luciferase reporter;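 active means inhibition above the mean over all tested compounds plus 3 SD, cut at about 4.2% in these data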;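 further: 0% = DAX1-transfected cells with DMSO and 100% = empty-vector control cells with DMSO; inhibition shows as a rise in luminescence from relieved DAX1 repression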
# Target sequence (P51843 207-470 limits assumed): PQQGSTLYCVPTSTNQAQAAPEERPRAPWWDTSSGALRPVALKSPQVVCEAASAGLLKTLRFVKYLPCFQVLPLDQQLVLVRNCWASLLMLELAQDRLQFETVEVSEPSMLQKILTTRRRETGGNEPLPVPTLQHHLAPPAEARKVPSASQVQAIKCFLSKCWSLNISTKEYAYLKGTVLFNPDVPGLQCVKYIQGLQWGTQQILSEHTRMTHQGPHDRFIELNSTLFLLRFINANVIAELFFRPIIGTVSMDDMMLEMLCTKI
# ssDAF12 agonist: S. stercoralis DAF-12 nuclear receptor activators, primary screen, cell-based, luminescence, HEK293, GRIP1 co-expression, lit1-tk-luc. Nuclear hormone receptor DAF-12 (Strongyloides stercoralis). HEK293 ssDAF-12/GRIP1 lit1-tk-luc reporter; % of 3 µM dafachronic acid response. activation, % at 6.8 µM. 1% of 370,000 active. AID 652126, 2013;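 active means activation above the mean over all tested compounds plus 3 SD, cut at about 0.9% in these data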;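 further: 0% = DMSO-only wells and 100% = 3 µM delta7-dafachronic acid wells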
# * marks the source's active call; other numbers are inactive results; · = not tested or not shown.
SMILES,hcDAF12 agonist,hgDAF12 agonist,FXN GAA850 act,ADAM10 inh,GC-A act,DAX1 inh-1,SMARCA2 act,ADAM17 inh,PG9 binder,DAX1 inh-2,ssDAF12 agonist
CC1(C)Oc2c(ccc(O)c2CN2CCOCC2)C2=C1CCCC2,-1.9,-1.2,1.3,-11,-3,0.7,4,-1,-0.1,0.5,-1.5
O=C(O)CC(c1ccccc1)n1cnnn1 (centres undefined),-1.4,-0.1,-0.3,2,4,1.3,0,1,-1.6,0.6,-1.0
COc1ccc([C@@H]2[C@@H]3C(=O)N(C(C)(C)C)C(=O)[C@@H]3[C@]3(Cc4ccc(Cl)cc4)C(=O)N(c4cccc(Br)c4)C(=O)N23)cc1,-1.3,1.0,0.6,-6,-17,-0.1,0,-5,2.5,2.6,-1.3
COc1ccc(NC(=O)COC(=O)c2ccc(S(=O)(=O)N3CCCCCC3)cc2)c(OC)c1,-1.1,-3.8,0.3,1,2,-0.2,0,1,1.3,-0.8,-0.7
O=C(CSc1nnc2c(n1)[nH]c1ccccc12)NCc1ccco1,-0.2,3.9,0.5,6,-2,0.2,2,2,-0.9,0.8,-1.2
O=C1CN(C(=O)N[C@@H](Cc2ccccc2)C(=O)N[C@H](C(=O)O)c2ccccc2)c2ccccc2N1,-1.1,2.9,0.6,-15,5,-0.1,-2,-11,2.9,0.7,-0.5
c1ccc(-c2[nH]ncc2CN2CCc3ccccc3C2)cc1,3.6,-1.1,-0.7,2,0,0.2,-6,-4,1.6,-0.7,0.2
CCc1ccccc1NC(=O)CSc1nnc([C@H](CCSC)NC(=O)OC(C)(C)C)o1,-0.3,-1.2,1.1,0,-5,-1.4,0,0,-0.7,-0.1,-1.2
COc1ccc(CCn2c(N)cc(=O)[nH]c2=O)cc1OC,2.9,-2.6,4.4,-5,2,-0.7,0,-3,0.6,0.9,-2.1
COC(C(=O)NC1CC1)c1ccccc1 (centres undefined),2.3,5.8,1.3,-4,4,-0.4,1,-2,-1.4,0.6,-1.7
CCCOc1ccc(C2=CC(=O)C[C@H](c3ccc(OC)cc3)C2)cc1,-0.7,0.7,1.0,-3,-4,0.1,3,-1,-1.8,-0.2,-0.8
CC(=O)CCC(=O)CNC(=O)CC[C@H]1O[C@@H](n2ccc(=O)[nH]c2=O)[C@H](O)[C@@H]1O,-1.5,-0.3,·,-13,3,1.8,-1,-4,-1.4,·,-1.4
S=C(NCc1ccccc1)NN1CCOCC1,1.4,-2.5,0.3,2,-2,-0.7,-1,0,-0.3,3.2,-1.2
O=C(CN1C(=O)CSc2ccccc21)Nc1ccccc1C(=O)N1CCOCC1,1.3,-1.1,-1.0,2,2,0.0,5,-1,0.3,2.8,0.1
CCOc1ccc(CCNC(=O)C2CCCN(C(=O)N(C)C)C2)cc1OCC (centres undefined),-2.0,-3.0,3.3,-4,3,-0.4,-2,-2,0.9,-1.1,-1.7
O=[N+]([O-])c1ccc(COn2nnc3ccccc32)cc1,0.0,2.0,3.1,6,-3,-0.6,1,0,0.4,0.7,-1.2
Cn1c(=O)c2c(nc(OCc3ccccc3)n2C)n(C)c1=O,-0.2,0.5,1.7,-2,11,0.8,3,-1,-2.5,-0.4,-1.2
CC(=O)NC(C(=O)NCC(N)=O)C(C)C (centres undefined),-0.8,-1.6,-1.6,-5,5,-0.7,-4,-5,3.6,-1.9,-0.7
CCOC(=O)N1CCN(c2c(-c3ccc(C)cc3)c(=O)c2=O)CC1,-1.8,-3.0,0.7,-1,-3,0.2,-3,-1,0.5,2.5,-0.9
CCOc1ccc(N(CC(=O)N2CCCC2)S(=O)(=O)c2ccc(F)cc2)cc1,-0.5,1.6,2.4,0,0,-2.6,-1,2,1.7,1.9,-0.6
COC(=O)[C@@H](Cc1ccccc1)N(Cc1ccccc1)S(=O)(=O)N(Cc1ccccc1)[C@H](Cc1ccccc1)C(=O)OC,-1.4,-2.5,-0.9,4,1,0.2,-1,-6,1.2,0.3,-0.4
O=C(/C=C/c1ccc2c(c1)OCO2)NCCS(=O)(=O)N1CCN(c2ccc(F)cc2)CC1,-2.7,-5.1,-2.4,-115,-11,-0.7,-1,-31,1.1,0.2,-1.8
COc1ccccc1N1CCN(C(=O)CN(Cc2ccccc2)S(C)(=O)=O)CC1,-1.1,-1.2,0.6,-4,-4,-0.8,-1,-6,1.5,-0.4,-2.5
CSc1cccc(NC(=S)N2CCC(N(C)C3CCCCCC3)CC2)c1,0.6,-1.6,-1.3,-11,-2,-0.7,3,-5,-0.9,0.5,-0.8
CN(C)CCCNCC(=O)NN(c1ccccc1)c1ccccc1,-1.2,0.4,·,7,4,0.3,-2,0,0.3,·,0.1
Cc1ccc(C(=O)COC(=O)COc2ccc(C)c(C)c2)cc1,-0.2,-0.3,-0.8,-3,1,1.6,-3,-1,2.8,1.4,-0.8
CC(NC(=O)C(=O)N1CCOCC1)C(c1cccs1)N1CCN(c2ccc(F)cc2)CC1 (centres undefined),-2.5,-0.6,-2.3,-9,-1,0.6,-2,-7,1.8,0.3,-1.4
COCCN(C(=O)CNC(=O)c1ccco1)C(C(=O)NC1CCCC1)c1cccs1 (centres undefined),0.1,2.2,-2.4,10,3,-0.1,2,-1,-0.2,0.0,-1.0
Cc1ccc(C(=O)NC2CCCCN(C(C)C)C2=O)cc1 (centres undefined),3.2,-2.1,·,-2,3,-0.7,0,-3,·,·,-0.6
COC(=O)C1CCN(C(=O)[C@H](C)NC(=O)C2CC(=O)N(c3ccc(F)cc3)C2)CC1 (some centres undefined),1.4,0.9,-0.2,-5,-2,0.0,-2,-4,-0.9,-0.5,-1.2
O=C(NCc1ccccc1)[C@@H]1C[C@H]1[C@@H](NP(=O)(c1ccccc1)c1ccccc1)c1ccccc1,-0.8,-1.4,-3.6,3,-13,-0.3,1,3,0.5,-1.2,-1.1
O=C(/C=C\c1ccc2c(c1)OCO2)Nc1nnc(SCC(=O)OCc2ccccc2)s1,0.0,0.7,·,-1,-1,0.3,2,1,-0.8,·,-0.3
CN1CCN(C(=O)COCc2cc(-c3ccc4c(c3)OCO4)on2)CC1,0.4,1.1,3.5,-4,4,0.2,0,-8,0.7,-0.5,0.0
CN1CCN(c2oc(-c3ccccc3Cl)nc2S(=O)(=O)c2ccccc2)CC1,-4.1,-2.4,2.9,5,-1,-2.0,-1,-5,-1.4,1.3,-1.3
CC(C)(C)C(=O)Nc1nnc(SCC(=O)NCc2cccs2)s1,-0.7,0.0,-0.6,-2,3,-0.3,-2,-3,0.2,0.3,-1.8
COc1ccc(S(=O)(=O)N2CN(Cc3ccco3)c3nc4ccccc4nc32)cc1,-0.3,-2.1,4.9,-102,12,-1.2,-1,-35,-3.6,1.1,-1.3
CC(=O)Oc1ccc(OC(C)=O)c(SCCCCCCl)c1,-2.1,-3.5,-0.8,-10,1,-0.6,7,-8,-2.5,-1.7,-2.1
Cc1ccnc(NC(=O)c2ccc(NC(=O)c3ccco3)cc2)c1,-0.8,7.0,2.8,3,1,2.0,5,1,-2.2,-0.6,-0.6
O=C(CSc1nnc(-c2ccccc2)n1-c1ccc(Cl)cc1)NC1CCS(=O)(=O)C1 (centres undefined),-2.5,4.2,2.3,4,-17,0.0,0,2,-1.8,-0.2,0.1
COc1ccc(CC(=O)NC(C)CCc2ccccc2)cc1 (centres undefined),0.6,-1.3,2.1,5,-3,0.4,4,1,-0.7,-2.1,-0.7
CN(CC(=O)Nc1ccccc1C(F)(F)F)C(=O)C1CCN(S(=O)(=O)c2ccc3c(c2)OCCO3)CC1,0.2,-0.2,-1.6,1,4,-0.3,-1,-1,-1.3,2.0,-1.3
Cc1ccc(NC(=O)CSCc2cc(=O)n3cc(C)sc3n2)cc1,1.8,1.2,-1.0,-3,-4,-0.6,-2,-3,-2.3,0.1,-1.4
COc1ccc(-n2c(SCC(=O)Nc3ccccc3-c3ccccc3)nnc2-c2ccccc2)cc1,-2.1,0.9,·,18,-26,-0.8,-6,8,·,·,-0.3
O=C(c1ccco1)N1CCN(C(=O)C2CC2)CC1,-0.9,-2.5,1.8,-2,2,-0.4,1,-3,-1.1,2.0,-1.5
Fc1cc(F)cc(NC(=S)NN2CCOCC2)c1,-1.6,-0.1,0.6,13,1,0.2,-2,0,-4.1,0.3,-1.4
C/C(=N\NC(=O)Cc1cccn1C)c1cccc2ccccc12,1.4,-2.1,1.1,-3,1,-0.8,-2,-5,0.2,-0.9,-1.8
COc1ccccc1NC(=O)Nc1nc(CC(=O)Nc2ccccc2F)cs1,-0.3,0.1,-1.0,-3,3,-1.2,-1,0,1.4,-1.2,-0.5

# Single records, as listed above. Order of screens: hcDAF12 agonist	hgDAF12 agonist	FXN GAA850 act	ADAM10 inh	GC-A act	DAX1 inh-1	SMARCA2 act	ADAM17 inh	PG9 binder	DAX1 inh-2	ssDAF12 agonist
# CC(=O)Oc1ccc(OC(C)=O)c(SCCCCCCl)c1 is listed as -2.1	-3.5	-0.8	-10	1	-0.6	7	-8	-2.5	-1.7	-2.1
# O=C(/C=C\c1ccc2c(c1)OCO2)Nc1nnc(SCC(=O)OCc2ccccc2)s1 is listed as 0.0	0.7	·	-1	-1	0.3	2	1	-0.8	·	-0.3
# COc1ccc(S(=O)(=O)N2CN(Cc3ccco3)c3nc4ccccc4nc32)cc1 is listed as -0.3	-2.1	4.9	-102	12	-1.2	-1	-35	-3.6	1.1	-1.3
# C/C(=N\NC(=O)Cc1cccn1C)c1cccc2ccccc12 is listed as 1.4	-2.1	1.1	-3	1	-0.8	-2	-5	0.2	-0.9	-1.8
